Bioassay records as filed in PubChem BioAssay.
CSN inh: inhibitors of CSN-mediated cullin deneddylation, primary screen, biochemical, fluorescence polarization, uHTS; inhibition, % at 12.5 µM; Purified CSN, SCF-Nedd8-OG deneddylation; COP9 signalosome complex subunit 5 (Homo sapiens), Q92905; actives 0.38% (n = 360,000); AID 651999, 2013;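 active = pattern-corrected inhibition above about 35%, with an unprinted fluorescence ratio check between 0.5 and 1.5, limit read from the data, passing the limit was not always enough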;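 also: 0% = enzyme with substrate and 100% = substrate without enzyme; some results filed as inactive read as strong as hits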
Target sequence (Q92905 whole entry, looked up, one chain of several): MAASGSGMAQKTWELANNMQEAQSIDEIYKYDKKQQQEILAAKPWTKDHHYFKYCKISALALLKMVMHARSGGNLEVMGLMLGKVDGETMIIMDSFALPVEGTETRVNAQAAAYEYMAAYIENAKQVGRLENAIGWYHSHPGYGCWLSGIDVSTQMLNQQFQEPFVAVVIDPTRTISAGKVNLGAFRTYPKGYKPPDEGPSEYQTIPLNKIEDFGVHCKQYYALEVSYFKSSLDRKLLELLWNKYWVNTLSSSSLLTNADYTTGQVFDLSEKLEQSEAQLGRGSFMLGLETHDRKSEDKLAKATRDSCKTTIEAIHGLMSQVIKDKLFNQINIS
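Test system: purified human Csn5 enzyme expressed in HEK293T cells. Amount: 0.24 nM enzyme. Reagent: SCFSkp2-Nedd8OG substrate at 10 nM final. Schedule: 90 min incubation of compound, enzyme and substrate at room temperature. Detection: fluorescence polarization. Read-out: % inhibition of substrate cleavage by Csn5.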
LMPTP block: LMPTP phosphatase inhibitors, primary screen, biochemical, fluorescence intensity, uHTS | Low molecular weight phosphotyrosine protein phosphatase (Homo sapiens), P24666 | recombinant LMPTP-A, OMFP fluorogenic substrate | actives 0.22% (n = 360,000) | inhibition, % at 20 µM;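 active = compounds that cut the enzyme signal by at least half of the control window in the single-dose screen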;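 also: plate controls were DMSO wells with enzyme plus substrate for no effect and substrate without enzyme for full effect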
Target sequence (P24666 whole entry, looked up): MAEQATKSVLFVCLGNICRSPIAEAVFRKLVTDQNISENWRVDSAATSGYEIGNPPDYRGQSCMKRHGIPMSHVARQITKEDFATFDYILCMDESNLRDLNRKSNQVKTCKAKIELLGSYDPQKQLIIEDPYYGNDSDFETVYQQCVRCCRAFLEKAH
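Test system – LMPTP-A enzyme · Amount – LMPTP-A at 0.625 nM final in the reaction · Buffer or medium – Bis-Tris pH 6.0, DTT, detergent · Reagent – OMFP 400 µM · Doses – single 20 µM dose · Schedule – reaction 50 min, room temperature, dark · Detection – fluorescence intensity of OMFP turnover product · Evaluation – percent inhibition versus substrate-only and uninhibited controls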
NadD block: inhibitors of S. aureus NadD, primary screen, biochemical, colorimetric, uHTS | Nicotinate-nucleotide adenylyltransferase NadD (Staphylococcus aureus N315) | purified NadD enzyme, colorimetric absorbance read-out | inhibition, % at 20 µM | actives 0.78% (n = 360,000) | AID 602399, 2012; in the data active = inhibition above about 26%; also: some compounds past the cut are filed as inactive
MsrA inh: bovine MsrA enzyme inhibitors, primary screen, biochemical, absorbance, HTS; Methionine sulfoxide reductase A (Bos taurus); AID 651718, 2012; inhibition, % at 15.5 µM; purified bovine MsrA, absorbance read-out; actives 0.75% (n = 360,000); in the data active = inhibition above about 4.5%;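 also: 0% = vehicle wells with enzyme and 100% = reference inhibitor wells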
SUMO1-SIM PPI: modulators of SUMO1 protein-protein interactions, primary screen, biochemical, uHTS; SUMO1 binding to a labelled peptide, TR-FRET, 1 h; inhibition, % at 20 µM; actives 0.33% (n = 360,000); Small ubiquitin-related modifier 1 (Homo sapiens), P63165; AID 602429, 2012; in the data active = inhibition above about 37%
Target sequence (P63165 whole entry, looked up): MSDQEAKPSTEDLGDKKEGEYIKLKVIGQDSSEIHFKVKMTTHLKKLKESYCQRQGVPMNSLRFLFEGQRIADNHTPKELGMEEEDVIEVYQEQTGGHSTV
TbMetRS inhib: T. brucei MetRS inhibitors, primary screen, biochemical, luminescence; inhibition, % at 11.9 µM; purified T. brucei MetRS, ATP depletion, Kinase-Glo luminescence; actives 0.4% (n = 360,000); methionyl-tRNA synthetase (Trypanosoma brucei brucei);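 active = inhibition above a per-plate cutoff of the control wells' mean inhibition plus 3 SD, cut at about 5.5% in these data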;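 also: 0% = DMSO wells median and 100% = median of wells with control inhibitor compound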
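Assay system: T. brucei methionyl-tRNA synthetase, purified | Medium: HEPES buffer with MgCl2, KCl, DTT, spermine, BSA, pyrophosphatase | Compound: 11.9 µM single point | Incubation: 15 min enzyme-compound preincubation, 2 h reaction, 10 min detection, 25 °C | Measured by: Kinase-Glo luciferase luminescence reporting remaining unconsumed ATP | Measure: % inhibition normalized to control-well medians | Replication: Singlicate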
STEP block: STEP phosphatase inhibitors, primary screen, biochemical, fluorescence intensity, uHTS. Tyrosine-protein phosphatase non-receptor type 5 (Homo sapiens), P54829. recombinant STEP, OMFP fluorogenic substrate. inhibition, % at 20 µM. actives 0.25% (n = 360,000). AID 588621, 2011;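 active = inhibition at 20 µM, scaled per plate between control wells, above about 37%, limit read from the data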;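 also: 0% = DMSO with enzyme and substrate and 100% = substrate only without enzyme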
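System: STEP (striatal-enriched tyrosine phosphatase) enzyme, cell-free; medium: Bis-Tris pH 6.0 buffer with DTT, detergent; dosing: 20 µM, 1% DMSO; times: reaction 20 min, ambient temperature; detection: fluorescence, 480/540 nm; read-out basis: normalized % inhibition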
Scp1 inh: Scp-1 phosphatase inhibitors, primary screen, biochemical, colorimetric, uHTS | Carboxy-terminal domain RNA polymerase II polypeptide A small phosphatase 1 (Homo … | Recombinant Scp1, phosphopeptide, malachite green phosphate absorbance | actives 0.88% (n = 340,000) | inhibition, % at 20 µM;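 active = inhibition above about 50% at 20 µM, limit read from the data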;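 also: plate controls were DMSO wells with enzyme for no effect and wells lacking enzyme for full effect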
Target sequence (Q9GZU7 76-261 limits assumed): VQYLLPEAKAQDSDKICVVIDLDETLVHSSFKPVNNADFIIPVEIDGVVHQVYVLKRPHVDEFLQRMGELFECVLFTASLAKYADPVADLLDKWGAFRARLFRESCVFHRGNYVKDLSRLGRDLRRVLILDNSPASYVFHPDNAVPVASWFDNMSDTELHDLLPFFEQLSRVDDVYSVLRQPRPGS
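Test system: SCP-1 phosphatase catalytic domain, residues 76-261 | Compound dosing: One concentration, 20 µM, with 1.0% DMSO | Schedule: 45 min room-temperature reaction, 5 min colour, 30 min stabiliser | Detection: Absorbance at 630 nm | Read-out basis: % inhibition of SCP-1 phosphate liberation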
Rpn11 inh: Rpn11 (PSMD14) deubiquitinase inhibitors, primary screen, biochemical, fluorescence polarization, uHTS; 26S proteasome non-ATPase regulatory subunit 14 (Homo sapiens), O00487; human 26S proteasome, Ub4-pepOG fluorescence polarization; 20S core pre-blocked with epoxomicin; calls only at 20 µM; actives 0.59% (n = 360,000);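 active = inhibition at 20 µM, scaled to each plate's controls, above about 33%, limit read from the data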
DNMT1 inh: human DNMT1 methyltransferase inhibitors, primary screen, biochemical, molecular beacon, fluorescence, HinP1I cleavage, uHTS; inhibition (reported as % activation of signal), % at 10 µM; actives 0.83% (n = 360,000); AID 588458, 2011; in the data active = inhibition above about 50%
The depositor's hits bear a star; i = inactive; . = not tested or not shown.

SMILES	CSN inh	LMPTP block	NadD block	MsrA inh	SUMO1-SIM PPI	TbMetRS inhib	STEP block	Scp1 inh	Rpn11 inh	DNMT1 inh
CCOC(=O)C1CCCN(C(=S)Nc2ccc(F)cc2)C1 (centres undefined)	-3	0.8	0	-0.3	3	0.7	-4	-3	i	-1
COCC1CCN(C(=O)c2cc(COc3ccc(F)cc3F)on2)C1 (centres undefined)	0	-0.1	-2	0.9	4	-0.3	-2	-9	i	-2
CCOC(=O)CC(N)c1cccc([N+](=O)[O-])c1 (centres undefined)	-6	-2.8	0	0.4	0	-0.2	10	-2	i	28
Brc1c(OCCOCCn2cncn2)ccc2ccccc12	-1	-0.2	4	2.8	-14	-0.4	1	0	i	0
O=C(/C=C/c1ccccc1[N+](=O)[O-])Nc1ccc(S(=O)(=O)Nc2ncccn2)cc1	-2	0.6	0	2.0	-21	0.0	5	-9	i	0
Cc1cc(C(=O)Nc2ccon2)c(C)o1	1	-0.6	-1	-1.7	2	-0.2	4	9	i	-2
COc1ccc(NC(=O)C(Cc2cc(C)cc(C)c2)C(C)C(=O)O)cc1 (centres undefined)	0	-3.4	-1	-0.7	-1	-0.7	-2	21	i	-8
O=C(O)c1cc(NC(=O)c2cccc(F)c2)cc(NC(=O)c2cccc(F)c2)c1	2	-0.3	-10	-0.2	9	0.1	0	-1	i	0
COc1ccc([C@H]2C[C@@H](n3cc(-c4ccc(F)cc4)nn3)[C@H](O)CN2CC2CCCCC2)cc1	2	3.2	10	-1.1	2	-0.4	3	.	i	-4
COc1ccccc1N(CN1CCCC1=O)C(=O)c1ccccc1F	-6	-0.6	-2	1.0	2	-0.4	-6	-6	i	0
Cc1ccc(C)c(-n2c(SCC(=O)Nc3nonc3C)nnc2-c2ccoc2C)c1	-2	0.2	8	1.3	1	-0.3	1	0	i	-3
N=C(N)c1ccc(N=Nc2c(O)ccc3c2[nH]c2ccccc23)cc1	105	23	42*	0.4	129*	0.0	17	10	i	51*

In another format: entries from further up.
Compound | CSN inh | LMPTP block | NadD block | MsrA inh | SUMO1-SIM PPI | TbMetRS inhib | STEP block | Scp1 inh | Rpn11 inh | DNMT1 inh
COCC1CCN(C(=O)c2cc(COc3ccc(F)cc3F)on2)C1 (centres undefined) | 0 | -0.1 | -2 | 0.9 | 4 | -0.3 | -2 | -9 | i | -2
COc1ccc([C@H]2C[C@@H](n3cc(-c4ccc(F)cc4)nn3)[C@H](O)CN2CC2CCCCC2)cc1 | 2 | 3.2 | 10 | -1.1 | 2 | -0.4 | 3 | . | i | -4

Individual results from the entries so far:
For NadD block, Cc1ccc(C)c(-n2c(SCC(=O)Nc3nonc3C)nnc2-c2ccoc2C)c1 reads 8
For TbMetRS inhib, CCOC(=O)CC(N)c1cccc([N+](=O)[O-])c1 (centres undefined) reads -0.2
For MsrA inh, CCOC(=O)C1CCCN(C(=S)Nc2ccc(F)cc2)C1 (centres undefined) reads -0.3
For NadD block, O=C(/C=C/c1ccccc1[N+](=O)[O-])Nc1ccc(S(=O)(=O)Nc2ncccn2)cc1 reads 0

Carrying on.
SMILES	CSN inh	LMPTP block	NadD block	MsrA inh	SUMO1-SIM PPI	TbMetRS inhib	STEP block	Scp1 inh	Rpn11 inh	DNMT1 inh
Nc1ccn([C@@H]2O[C@H](C(=O)N[C@H]3c4ccccc4C[C@H]3O)[C@@H](O)[C@H]2O)c(=O)n1	2	-1.5	1	-0.2	-1	0.1	-1	.	i	0
Cc1onc(-c2c(F)cccc2Cl)c1C(=O)OCC(=O)N1C(C)CCCC1C (centres undefined)	1	0.6	-4	-0.3	-2	-0.5	-2	-4	i	4
COc1cc(F)ccc1-c1cc(C(=O)NCc2ccc(F)cc2)[nH]n1	-1	-0.3	-3	0.2	0	-0.4	0	.	i	-4
CC(=O)Nc1ccc(S(=O)(=O)N[C@@H](C)C(=O)OCC(=O)Nc2ccc3c(c2)OCCO3)cc1	2	-0.7	1	-0.6	-2	-0.5	0	-2	i	-1
Cc1cccc(NC(=O)CCOc2ccccc2)c1C	7	-1.1	-3	0.0	3	-0.9	-2	4	i	2
COc1cccc(/C=N/NC(=O)COc2cccc3cccnc23)c1O	7	1.3	10	-0.9	25	-0.7	16	-12	i	3
Cc1cc(C)cc(OCC(=O)Nc2cccc(C(=O)O)c2)c1	-4	-2.1	-6	-0.1	-2	-0.3	-1	-7	i	-1
Cc1ccc(NC(=S)NN2CCN(C)CC2)c(C)c1	0	-2.6	-1	-1.2	3	-0.5	3	-1	i	1
Cc1ccc(OCC(=O)N(Cc2ccc(N(C)C)cc2)C2CCS(=O)(=O)C2)cc1 (centres undefined)	4	-0.7	0	-0.1	0	-0.3	-2	3	i	0
CCn1c(Sc2ccc([N+](=O)[O-])cn2)nnc1-c1ccco1	5	-1.9	-1	2.5	-24	-0.5	-1	-1	i	10
COCCn1c(N)c(N(Cc2ccccc2)C(=O)Cc2ccccc2F)c(=O)[nH]c1=O	-2	-1.3	0	0.2	-3	-1.2	8	-7	i	1
Cc1ccc(CNC(=O)c2ccc(N3CCC4(CC3)CC(c3ccccc3)=NO4)c(NC(=O)c3ccco3)c2)cc1	-4	3.8	28	0.9	7	-0.1	6	-7	i	-6
O=S(=O)(Nc1cccc(Cl)c1)c1cccc(-n2cnnn2)c1	3	0.4	0	-0.8	8	0.1	-2	-18	i	-1
Cc1ccc(CC(=O)OCC(=O)c2ccc[nH]2)cc1C	0	1.6	-1	-0.5	4	-0.4	0	4	i	2
Oc1ccccc1/C=N/Nc1cc(N2CCCC2)nc(N2CCCC2)n1	22	8.3	16	1.4	33	0.0	8	-30	i	58*
CCOC(=O)c1c(/N=C/c2ccc(C)cc2O)sc2c1CCC2	-11	-1.4	5	0.3	2	-1.7	-4	1	i	9
CCNCc1cc([N+](=O)[O-])ccc1OCC	0	8.6	3	0.5	18	0.1	1	3	i	1
O=C(c1ccccc1)N1CCN(CC2CC=CCC2)CC1 (centres undefined)	-1	-2.6	0	-0.8	1	-0.3	7	-7	i	7
O=C1c2ccccc2S(=O)N1c1cccc(F)c1 (centres undefined)	0	-0.4	3	-0.7	6	-0.4	1	.	i	-3
Cc1cccc(N2C(=O)N3[C@H]4c5ccccc5OC[C@@H]4[C@@H](c4ccccc4)[C@@]3(C)C2=O)c1	-5	1.3	-1	0.0	3	-0.2	2	-5	i	-4
CCC(=O)c1ccc(OCC(=O)c2ccc3c(c2)NC(=O)CO3)cc1	-3	11	4	1.1	-47	1.6	2	-11	i	0
CCC1(CC)NC(=S)NC1=S	-6	-1.0	0	0.1	6	-0.1	0	-3	i	0
Cc1ccc(CN2CN(S(=O)(=O)c3cccs3)c3nc4ccccc4nc32)cc1	-2	1.1	0	-0.2	-11	0.0	1	6	i	-4
COc1ccc(S(=O)(=O)N2CCN(C)CC2)cn1	1	-0.1	-3	-1.6	2	-0.5	-2	-6	i	2
Cc1cc(=O)oc2cc3c(cc12)OCCN3	0	-0.4	6	4.2	-4	0.2	-2	3	i	3
COCc1cc(/C=N\NC(=O)COc2ccccc2)ccc1OC	-3	-1.1	-7	0.4	-8	0.1	-3	-2	i	3
COn1c(=O)c(-c2ccc(Cl)cc2)[n+]([O-])c2ccccc21	8	-0.1	0	3.9	-31	-0.4	1	-16	i	68*
COc1cccc(-c2nc(N3CCC(C)CC3)c3ccccc3n2)c1O	-5	8.4	10	2.5	5	0.5	2	14	i	-8
Cc1ccc(S(=O)(=O)N(C)c2ccc(C(=O)N(C)Cc3nc4ccccc4c(=O)[nH]3)cc2)cc1	5	1.1	7	0.0	1	-0.2	-1	-3	i	1
CC(=O)NCCNS(=O)(=O)c1ccc(C)c([N+](=O)[O-])c1	-2	-1.5	-2	-0.7	-9	0.1	0	-11	i	2
CCOC(=O)Nc1ccc2c(c1)N(C(=O)CN)c1ccccc1CC2	-1	-0.1	19	-1.2	4	-1.1	-1	-2	i	-7
Clc1ccc(OCc2nc3ccccc3[nH]2)cc1	4	0.3	1	-0.8	2	5.4	-3	-3	i	0
CC(C)CCN1C(N(C)C)=NC[C@@H]1C	2	-1.2	2	-0.5	-2	-0.4	2	3	i	4
O=C(Nc1nccs1)C1CCN(S(=O)(=O)c2cccnc2)CC1	0	-1.2	1	-0.4	6	-0.1	-1	-10	i	2
COC(=O)/C(=C\Nc1ccc(Cl)cc1Cl)NC(=O)c1ccc(Cl)cc1Cl	0	-0.2	-6	0.4	-3	3.4	4	-3	i	39
CCCC(C)(C)C(=O)N1CCC1(C)C(=O)Nc1cccc(OC)c1 (centres undefined)	0	-2.7	-5	0.1	3	-0.1	2	.	i	2
NC(c1csc(Nc2ccccn2)n1)c1ccccc1Cl (centres undefined)	-2	-1.6	1	0.7	-1	-0.2	2	.	i	-30
CCCc1cc(=O)[nH]c(SCC(=O)NC2CCCCC2)n1	1	0.8	0	0.7	-2	-0.7	1	-8	i	4
O=C(c1cc2ccccc2cc1OCC(O)CN1CCCCC1)N1CCCCC1 (centres undefined)	1	-3.8	-1	0.6	-8	-0.1	-1	-7	i	-4
COC(=O)/C(C#N)=C/c1c(N2CCCCCC2)nc2ccccn2c1=O	2	-1.4	-5	1.1	-18	-0.8	2	-6	i	1
CCn1c(C)nc2cc(C(=O)NNC(=S)Nc3ccccc3Cl)ccc21	-10	-1.7	-5	-0.5	2	-0.4	-1	0	i	3
COc1ccc(NC(C)=O)cc1S(=O)(=O)Nc1ccccc1C(=O)N1CCCC1	3	-1.3	-3	0.9	4	0.2	3	1	i	1
C=CCNc1nc2c(c(=O)[nH]c(=O)n2C)n1CCOc1ccccc1	-4	1.0	1	0.3	6	-1.6	-2	-10	i	2
